From PubChem
LmPK inh: qHTS Assay for Inhibitors of Leishmania Mexicana Pyruvate Kinase (LmPK); AID 1721, 2009; Potency, µM (top dose mostly 57.5 µM), inactives show at the highest dose activity change, negative = inhibition, hits mostly inhibitors; purified LmPK, Kinase-Glo ATP luminescence, 1 h; 290,000 tested, 0.37% active; also: potency is read from the fitted curve at half-maximal effect
Target sequence (Q27686 whole entry, looked up): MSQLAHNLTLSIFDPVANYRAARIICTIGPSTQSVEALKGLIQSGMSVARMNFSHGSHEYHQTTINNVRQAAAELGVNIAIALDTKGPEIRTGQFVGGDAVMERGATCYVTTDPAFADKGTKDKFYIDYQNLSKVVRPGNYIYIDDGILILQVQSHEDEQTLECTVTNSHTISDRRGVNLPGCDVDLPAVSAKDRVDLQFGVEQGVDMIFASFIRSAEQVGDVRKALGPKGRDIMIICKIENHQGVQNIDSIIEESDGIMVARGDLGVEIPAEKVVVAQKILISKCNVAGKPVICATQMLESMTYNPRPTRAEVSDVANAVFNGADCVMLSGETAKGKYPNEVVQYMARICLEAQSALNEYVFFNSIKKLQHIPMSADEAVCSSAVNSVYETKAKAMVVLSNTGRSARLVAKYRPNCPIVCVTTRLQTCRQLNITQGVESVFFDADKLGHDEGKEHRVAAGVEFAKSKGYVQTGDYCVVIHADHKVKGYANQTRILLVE
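Purified LmPK (0.1 nM) with 0.5 mM PEP and 0.1 mM ADP in imidazole buffer pH 7.2 with MgCl2/KCl, 1 h at room temperature. ATP formed was read by luciferase luminescence and normalized to no-enzyme and uninhibited controls.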
Sm TGR block: qHTS Assay for the Inhibitors of Schistosoma Mansoni Peroxiredoxins. purified TGR, DTNB reduction, TNB absorbance 405 nm. Potency, µM (series often up to 114 µM), without a hit: at the top dose activity change, negative = inhibition, most hits filed as inhibitors. 360,000 tested, 3% active; also: potency is read from the fitted curve at half-maximal effect; nearly all actives have a fitted effect of over 60% in size
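First, TGR (20 nM dispensed) and NADPH were mixed with compound. Second, a 15 min room-temperature incubation followed. Third, further NADPH and then DTNB were added to start the reaction. Finally, TNB absorbance was monitored kinetically.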
AMA1 RON2 block: qHTS for Inhibitors of AMA1-RON; Towards Development of Antimalarial Drug Lead: Primary Screen; AlphaScreen AMA1-biotinylated RON2 peptide binding; Potency, µM (top dose mostly 58.2 µM), for the others: at the top dose activity change, negative = inhibition, hits mostly inhibitors; 360,000 tested, 0.2% active; AID 720542, 2013;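 also: potency is read from the fitted curve at half-maximal effect; 0% = vehicle wells and -100% = peptide control; nearly all actives have a fitted effect of over 45% in size; some results filed as inactive show a strong effect at the top dose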
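AMA1 (3D7) with his tag at 25 nM final met compounds first, then biotinylated RON2 peptide at 25 nM; detection used donor plus acceptor beads, 10 µg/mL apiece, read by AlphaScreen after 30 min at room temperature.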
AmpC no deterg: qHTS Inhibitors of AmpC Beta-Lactamase (assay without detergent); AmpC nitrocefin hydrolysis, absorbance 480 nm, 0.0001% Triton; AID 485341, 2010; Potency, µM (series often up to 57.1 µM), for inactives: top-dose activity change, negative = inhibition, most hits filed as inhibitors; 330,000 tested, 0.52% active;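 also: potency is read from the fitted curve at half-maximal effect; plate controls were no compound for no effect and no enzyme for full effect; nearly all actives have a fitted effect of over 20% in size; some results filed as inactive show a strong effect at the top dose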
Target sequence (P00811 whole entry, looked up): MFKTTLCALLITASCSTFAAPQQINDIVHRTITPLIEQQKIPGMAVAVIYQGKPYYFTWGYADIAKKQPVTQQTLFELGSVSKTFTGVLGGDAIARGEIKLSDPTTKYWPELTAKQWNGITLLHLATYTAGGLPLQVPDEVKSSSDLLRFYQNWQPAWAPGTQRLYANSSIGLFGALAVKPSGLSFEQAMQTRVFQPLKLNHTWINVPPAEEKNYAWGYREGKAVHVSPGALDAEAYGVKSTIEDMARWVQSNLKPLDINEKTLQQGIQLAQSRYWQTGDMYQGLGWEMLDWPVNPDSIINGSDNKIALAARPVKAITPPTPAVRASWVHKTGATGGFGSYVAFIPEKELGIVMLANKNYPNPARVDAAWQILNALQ
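AmpC (5.3 nM in the dispensed reagent) in 20 mM phosphate pH 7.0 with 0.01% (detergent screen) or 0.0001% Triton X-100 was preincubated with compounds for 15 min at room temperature. Nitrocefin was then added from an 800 uM solution, and hydrolysis was followed at 480 nm.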
HCMV antiviral: qHTS Assay for inhibitors of the human cytomegalovirus (HCMV) | 410,000 tested, 4.5% active | HFF cells, HCMV-luciferase reporter, 72 h; stronger effect = lower value | activity change, negative = inhibition, % at 57.5 µM; in the data active = activity change below about -60%; inconclusive = no clear call, values can overlap the other calls; inactive = above about -39%
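Human foreskin fibroblasts infected with luciferase-reporter HCMV at MOI 1 PFU/cell, compounds at two doses. Luciferase measured 72 h post infection; normalized to buffer-only basal and Salinomycin (10uM) controls.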
AmpC inh detg: qHTS Inhibitors of AmpC Beta-Lactamase (assay with detergent); P00811; AmpC hydrolysis of nitrocefin, absorbance 480 nm, 0.01% Triton; Potency, µM (doses to about 114 µM), for inactives: top-dose activity change, negative = inhibition, most hits filed as inhibitors; 370,000 tested, 0.041% active; AID 485294, 2010;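 also: potency is read from the fitted curve at half-maximal effect; 0% = no-compound wells and -100% = no-enzyme wells; nearly all actives have a fitted effect of over 25% in size; some results filed as inactive show a strong effect at the top dose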
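20 mM phosphate pH 7.0 + 0.01% (detergent screen) or 0.0001% Triton X-100; 5.3 nM AmpC reagent; cpd preinc 15 min RT; nitrocefin (800 uM stock) to start; A480 q20 s × 4 min; Activity was normalised to no-enzyme and no-compound control wells.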
TbPYK inhibitor: qHTS of Trypanosoma Brucei Inhibitors; pyruvate kinase (Trypanosoma brucei), Q57TT1; TbPYK enzyme, Kinase-Glo Plus ATP luminescence, 45 min; Potency, µM (top dose mostly 76.8 µM), for the others: at the highest dose activity, negative = inhibition, actives largely listed as inhibitors; 410,000 tested, 0.12% active; AID 624173, 2012; also: potency is read from the fitted curve at half-maximal effect; nearly all actives have a fitted effect of over 50% in size
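Assay buffer: 50 mM TEA pH 7.2, 100 mM KCl, 10 mM MgCl2, 0.05% BSA, 0.01% Tween-20. Pyruvate kinase from T. brucei plus substrate met compound, then ADP (130 uM final). Luminescence was read post 45 min RT.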
* = called active by the depositor; ? = inconclusive; / = no result given; [ ] = remark or other dose. Unless noted, calls follow the shape of the dose curve; as a rule, active = well fitted curve in the direction sought with a large enough effect; inconclusive = small, poorly fitted or top-dose-only effect, or another doubt; inactive = no such curve, though single readings can be large; an effect the other way counts as inactive or inconclusive. Unless noted, % is scaled to controls: 0 for no effect and ±100 for the full control effect.

SMILES | LmPK inh | Sm TGR block | AMA1 RON2 block | AmpC no deterg | HCMV antiviral | AmpC inh detg | TbPYK inhibitor
CCOC(=O)Cn1c(=O)oc2cc(S(=O)(=O)N(CCN(C)C)Cc3ccccc3)ccc21 | -4% | 6% | -4% | 33% | 30 | -8% | -8%
Fc1ccc(-c2csc(NC(=S)Nc3ccccc3)n2)cc1 | 5% | -13% | 90%[activator] | -55% | 20 | -4% | -2%
O=C(C[C@H]1C/C=C\C[C@H](NC(=O)OCC2c3ccccc3-c3ccccc32)C(=O)OC[C@@H]2CCCN2C1=O)NCCO | / | / | 20% | 141%[activator] | -30 | / | 4%
Cc1cc(=O)n2[nH]c(=O)c(N=Nc3ccccc3)c2[nH]1 | -20% | -23% | 80%[activator] | -16% | -4 | ? | -15%
O=C1/C(=C/c2ccccn2)SC(=S)N1N1CCOCC1 | 5% | ? | 2% | -7% | 32 | 5% | -1%
O=C(O)CC1(CC(=O)O)Nc2ccccc2SC1=O | / | / | 12% | / | 87 | / | 5%
COc1cccc(C(=O)Nc2nnc(-c3ccc(Cl)cc3)o2)c1 | 7% | 5% | 84%[activator] | -20% | 6 | 0% | -6%
CCCNC(=O)Nc1cc(OC)c(OC)cc1Cc1nccc2cc(OC)c(OC)cc12 | 0% | -10% | 24% | 27% | 25 | 2% | 7%
O=C(N/N=C/C=C\c1ccco1)c1cccs1 | -3% | 11µM* | 56%[activator] | -29% | 5 | 1% | -9%
CN(c1ccccc1C(=O)N1CCN(c2ccccc2)CC1)S(C)(=O)=O | -2% | -1% | 8% | -7% | 10 | -6% | 0%
O=C(NCc1n[nH]c(=S)n1-c1cccc(C(F)(F)F)c1)c1ccco1 | -9% | 13% | 41%[activator] | -23% | -16 | 2% | ?
O=C(OCc1ccccc1F)c1cc2ccccc2cc1O | 1% | -4% | 24% | -32% | 2 | -17% | 3%
CC12Nc3ccccc3C(=O)N1Cc1cnnn1-c1ccccc12 (stereo not drawn) | / | / | 5% | / | -9 | / | 0%
C#CCOCCOCCOCCNc1nc(N2CCN(C(=O)[C@H](CCCCN)n3cc([C@@H](N)[C@H](C)CC)nn3)CC2)nc(N2CCN(C(=O)[C@H](CCC(=O)O)n3cc([C@@H](N)CCSC)nn3)CC2)n1 | / | / | 12% | 147%[activator] | -13 | / | 3%
CCN(C)C1CN(Cc2cn(Cc3ccc(Cl)cc3)nn2)S(=O)(=O)C1 (stereo not drawn) | / | / | 2% | / | 5 | / | 0%
Cc1ccc(S(=O)(=O)N2CCOCC2)c(C)c1NS(C)(=O)=O | 0% | -2% | -1% | -22% | 19 | ? | 1%
CCOC(=O)CSc1nc2sc3c(c2c(=O)[nH]1)CC(C)(C)OC3 | -3% | -26% | -7% | -15% | 29 | -10% | -2%
COc1ccc(Cl)cc1NC(=O)c1noc2c1CCc1ccccc1-2 | / | 12% | / | / | 3 | 22% | 1%
CCCCC(=O)Nc1ccccc1C#N | -5% | -11% | -24% | -7% | 22 | -13% | -4%
COc1ccc(C(=O)N(c2ccccn2)C2CCCCC2)c(OC)c1 | -2% | 0% | 3% | 16% | 21 | ? | 7%
COc1ccccc1N1CCN(C(=O)c2cc(C)on2)CC1 | -4% | -4% | 11% | -5% | -7 | 3% | -4%
Cc1cc(C)c(S(=O)(=O)NCCCn2ccnc2)c(C)c1 | 0% | 2% | 3% | -34% | ? | ? | 1%
CN(CC(=O)N1CCN(c2ccccn2)CC1)S(=O)(=O)c1cccc2nsnc12 | -3% | -3% | 25% | 16% | -26 | -14% | -7%
Cc1ccc(N(CC(=O)NCC2CCCO2)C(=O)CCC(=O)Nc2ccccn2)cc1 (stereo not drawn) | 2% | -2% | 15% | 3% | -4 | -13% | -2%
CC(C)N(C(=O)CSc1nnc(Cn2nnc3ccccc32)n1C)C(C)C | -3% | 8% | 12% | -2% | -17 | -10% | -9%
CCC(C)(C)NC(=O)C1CCC(CNS(=O)(=O)c2cccc3nsnc23)CC1 (stereo not drawn) | -1% | -9% | -12% | -7% | / | 0% | -2%
CCc1ccc(OCC(=O)N(CC)CC)cc1 | -1% | 4% | -7% | -21%[11.4 µM] | -32 | -12% | 3%
CC(=O)Oc1ccc2c(=O)c(Oc3ccccc3)c(C)oc2c1OC(C)=O | 1% | 52%[activator] | 31%[activator] | -38% | 23 | -9% | -10%
COc1ccccc1-n1c(CNC(=O)c2ccc(S(=O)(=O)N3CCOCC3)cc2)n[nH]c1=S | -23% | 0% | 18% | -13% | -34 | -9% | -25%
O=C(CCCSc1nc2sc3c(c2c(=O)[nH]1)CCC3)NCCO | -1% | -9% | -1% | -7% | 41 | ? | -2%
COc1ccc(C(CNC(=O)CSc2ccccc2F)N2CCOCC2)cc1 (stereo not drawn) | / | -19% | 24% | 47% | -22 | ? | 0%
COc1ccc(C(=O)OCC(=O)NC2CC2)cc1OC | / | -4% | 15% | -27% | -16 | -16% | 4%
NNC(=O)c1nn(-c2ccc(Cl)cc2)cc1O | 2% | 12% | 73%[activator] | -44% | 5 | 2% | -20%
COc1cccc(NC(=O)CN(C)C(=O)c2cc3ccccc3cc2OC)c1 | / | 2% | 23% | -3% | -18 | -8% | -3%
CN1CCN(/C=N/C2=C(C#N)C(c3ccccc3)C3=C(CC(C)(C)CC3=O)O2)CC1 (stereo not drawn) | 2% | -1% | 4% | 68%[activator] | -13 | ? | 4%
COc1ccc(NC(=O)Cn2c(C(C)C)nc(C)cc2=O)cc1Cl | -11% | 0% | 16% | -18% | 0 | -4% | -4%
COc1ccc(C)cc1NC(=O)C1CCCN(S(=O)(=O)c2cccs2)C1 (stereo not drawn) | 9% | -2% | -10% | -22% | -1 | -4% | -2%
CC1(C)CC(=O)C2=C(C1)N(CCN1CCOCC1)C1=C(C(=O)CC(C)(C)C1)C2c1cccc(F)c1 | 7% | -8% | 37%[activator] | 82%[activator] | -19 | ? | -20%
Cc1ccc2c(C)c(C(=O)Nc3nnc(C)s3)oc2c1 | -5% | 4% | 4% | -14% | -99* | -9% | 0%
COc1ccccc1-c1cc(C(F)(F)F)nc(S(=O)(=O)CCCC(=O)Nc2ccc(F)cc2F)n1 | / | -34% | / | / | -93* | 8% | -6%
Cc1cc(NC(=O)CSc2nnc(-c3ccncc3)n2Cc2ccccc2)n(-c2ccccc2)n1 | 1% | 18% | 6% | 54% | -11 | 3% | 5%
Cc1ccccc1NC(=O)C(C)OC(=O)CCC(=O)N(CC(C)C)c1c(N)n(CC(C)C)c(=O)[nH]c1=O (stereo not drawn) | / | -11% | -15% | 58% | -13 | ? | -4%
Clc1ccccc1-c1nnc(-c2cccnc2)o1 | -1% | -1% | -23% | -11% | 58 | 0% | -2%
COc1ccc(C(=O)Nc2cccc(C(=O)N/N=C/c3ccc(OC)cc3OC)c2)cc1 | -2% | 4% | 30%[activator] | -25% | 16 | 2% | 0%
CCOC(=O)c1ccc(N/C=C/C(=O)c2ccco2)cc1 | 14µM* | -1% | -7% | 1% | 127 | 3% | -11%
O=C(CSc1cccs1)Nc1cccc2ccccc12 | 0% | 1% | 22% | -26% | ? | 0% | 2%
CCC(CC)C(=O)N(C)c1c(C)nc2c(OCc3cccc(OC)c3)cccn12 | / | / | 6% | / | -21 | / | 3%
O=C(CCC(=O)c1ccccc1)NCCOc1ccccc1 | 0% | / | 10% | -1% | -40 | 2% | -2%
O=C(Nc1cc(Cl)ccc1Cl)c1ccc(-c2ccccc2)cc1 | -4% | -6% | -1% | -9% | 44 | 0% | -9%
Cc1c(CCOC(=O)CC23CC4CC(CC(C4)C2)C3)sc[n+]1CC(=O)c1ccccc1 | 6% | 0% | 14% | 157%[activator] | 48 | 1% | -3%
COc1cccc(CCN2C(=O)C(=O)N([C@@H](CNCc3ccccc3)Cc3ccccc3F)C[C@@H]2C(C)(C)C)c1 | 4% | 12% | -18% | -7% | / | 3% | 3%
O=C(CNC(=O)c1ccccc1)OCc1cc(=O)n2nc(C3CC3)sc2n1 | / | -3% | / | / | 0 | -2% | -2%
CCCCc1ccc(N2C(=O)[C@@H]3C(CC(N)=O)NC4(C(=O)Nc5ccc(F)cc54)[C@@H]3C2=O)cc1 (stereo partly drawn) | 3% | 0% | -1% | 115%[activator] | 13 | -8% | -4%
COc1cc(C(=O)Nc2ccc3c(c2)ncn3C(C)(C)C)cc(OC)c1OC | -1% | 4% | 0% | 7% | 53 | ? | -2%
Cn1c(Oc2ccncc2)nc2cc(-c3ccsc3)sc2c1=O | / | / | -2% | / | ? | / | -4%
COc1ccc(N2C(=O)CC(Nc3ccc(N4CCOCC4)cc3)C2=O)c(OC)c1 (stereo not drawn) | 0% | 28µM* | -5% | 23% | 23 | 4% | -12%
COc1cc2c(cc1OC)C(c1ccc(C)o1)CC(=O)N2 (stereo not drawn) | 6% | ? | -13% | -10% | 36 | -5% | -21%
COc1ccc(OC)c(NC(=O)C2(C)CCN2Cc2ccccc2Cl)c1 (stereo not drawn) | / | / | ? | / | 6 | / | 0%
O=c1[nH]c(NC2CCCCC2)nnc1Cc1ccccc1 | 8% | 0% | -4% | -11% | -5 | -1% | -4%
